# RORA act = activates the human nuclear receptor RORA | P35398 | CHO-K1 Gal4-RORA LBD luciferase reporter, luminescence; percent increase over mock-subtracted basal signal | activation, % at 10 µM | actives 1.5% (n = 65,000) | AID 560;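 active means activation above the mean of all tested compounds plus 3 SD, cut at about 49% in these data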;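 further: 0% = DMSO-treated RORA cells and 100% = added signal equal to DMSO minus mock-transfected cells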
# SF1 activator = activators of human nuclear receptor SF-1. CHO-K1 Gal4-SF-1 LBD luciferase reporter; % increase over DMSO SF-1-specific signal. activation, % at 10 µM. actives 1.9% (n = 65,000). AID 522;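 active means activation above the mean activation of all tested compounds plus 3 SD, cut at about 50% in these data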
# Target sequence (Q13285 whole entry, looked up, the tested form may be a part): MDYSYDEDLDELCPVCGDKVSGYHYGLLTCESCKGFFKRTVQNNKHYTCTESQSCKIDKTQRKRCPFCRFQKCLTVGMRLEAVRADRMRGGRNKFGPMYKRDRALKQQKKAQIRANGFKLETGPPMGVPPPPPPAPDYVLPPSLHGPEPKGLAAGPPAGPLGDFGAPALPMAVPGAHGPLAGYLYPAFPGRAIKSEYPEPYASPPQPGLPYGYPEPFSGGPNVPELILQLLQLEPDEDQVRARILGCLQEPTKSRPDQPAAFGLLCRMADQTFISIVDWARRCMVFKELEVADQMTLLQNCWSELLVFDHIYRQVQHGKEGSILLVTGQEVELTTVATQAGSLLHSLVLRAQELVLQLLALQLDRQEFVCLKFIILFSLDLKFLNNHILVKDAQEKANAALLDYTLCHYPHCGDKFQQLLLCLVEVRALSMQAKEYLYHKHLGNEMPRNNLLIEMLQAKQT
#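 Material: CHO-K1 cells with Gal4–hSF-1 LBD chimera plus Gal4-driven luciferase / Input: 4,000 CHO-K1 cells per well / Incubation: compound exposure 20 h at 37 °C / Signal: luminescence read 15 min after SteadyLite luciferase reagent, after room-temperature equilibration / Read-out: percent activation versus DMSO / Benchmarks: DMSO negative control and −SF1 background wells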
# Hsp90 inh = displaces geldanamycin probe from tumor Hsp90. AID 429. NCI-N417 lysate Hsp90, Cy3B-geldanamycin FP displacement. actives 0.35% (n = 64,000). inhibition, % at 30 µM. P07900;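 active means inhibition above 50%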;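 further: 0% = tracer plus lysate wells and 100% = tracer alone without lysate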
# FXIIa mix inh = inhibitors of human coagulation factor XIIa, pooled mixtures. purified FXIIa, fluorogenic substrate. inhibition, % at 5 µM. actives 0.2% (n = 62,000); in the data active means inhibition above about 20%, passing the limit was not always enough;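 further: 0% = enzyme without compound and 100% = no enzyme blank; some results filed as inactive read as strong as hits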
# HER2 expr 66K = inhibitors of human Her2 kinase expression; P04626; SKBR-3 HER2 protein level, AlphaScreen, 18-24 h; active compounds read low; HER2 level % of control, % at 10 µM; actives 0.69% (n = 65,000);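 active means HER2 level under 5% of the carrier-only control; inconclusive means no clear call, values can overlap the other calls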;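 further: 100% = DMSO carrier and 0% = 500 nM PU-H71 HSP90 inhibitor; lower value means stronger loss of Her2 protein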
# Cdc25B block = inhibitors of human Cdc25B phosphatase | actives 0.1% (n = 65,000) | recombinant Cdc25B, OMFP fluorescence Ex485/Em525 | inhibition, %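 (compounds tested at 10 µM final in the well)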 | P30305; in the data active means inhibition above about 50%
# DUSP1 inh = human dual specificity phosphatase 1 inhibition; P28562; recombinant MKP-1, OMFP hydrolysis fluorescence; inhibition, %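 (compounds tested at a single concentration somewhere between 10 and 100 µM)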; actives 0.15% (n = 65,000);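 active means inhibition above about 50%, limit read from the data; inconclusive means inhibition over screen mean plus 3 SD, below that limit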;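 further: 0% = DMSO max control wells and 100% = wells with enzyme stopped by NaOH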
# Target sequence (P28562 whole entry, looked up): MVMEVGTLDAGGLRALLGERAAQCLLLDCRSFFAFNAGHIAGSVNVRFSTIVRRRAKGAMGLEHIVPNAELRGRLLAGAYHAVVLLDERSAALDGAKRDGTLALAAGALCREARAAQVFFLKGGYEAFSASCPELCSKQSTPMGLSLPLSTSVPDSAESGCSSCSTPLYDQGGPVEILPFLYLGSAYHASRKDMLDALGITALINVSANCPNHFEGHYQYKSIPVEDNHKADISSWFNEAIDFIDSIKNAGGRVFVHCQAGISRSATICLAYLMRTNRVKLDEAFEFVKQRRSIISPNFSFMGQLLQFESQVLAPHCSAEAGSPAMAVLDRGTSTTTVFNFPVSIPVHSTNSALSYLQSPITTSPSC
# TNAP act DEA = human TNAP activation, intermediate phosphate acceptor; activation factor at 20 µM; P05186; purified TNAP, CDP-star luminescence, 100 mM DEA, 30 min; active compounds read high; scale: 0 levamisole-inhibited, 1 vehicle-only enzyme; 64,000 tested, under 10 active;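 active means activation factor of at least 2 at 20 µM, relative to controls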
# D1 allo mod = allosteric modulators of human D1 dopamine receptor. AID 641. actives 5.9% (n = 58,000). HEK293 D1, CRE-luciferase, dopamine EC30 potentiation; actives deviate in either direction. B-score at 10 µM. P21728;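 active means luminescence count or its row- and column-corrected plate score outside the 99.7% band of the plate's sample wells, on either side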
# * marks the source's active call; other numbers are inactive results; ? = inconclusive; / = no result given.
SMILES,RORA act,SF1 activator,Hsp90 inh,FXIIa mix inh,HER2 expr 66K,Cdc25B block,DUSP1 inh,TNAP act DEA,D1 allo mod
CCOC(=O)c1oc2ccc(CNCCO)c(Cl)c2c1C,19,66*,-8,4,97,2,-14,0.9,-0.69
CCN(CC)S(=O)(=O)c1ccc(C2CNC(=O)C2)cc1 (configuration not stated),1,4,-1,10,97,-2,8,0.9,-0.35
Cc1ccc(N2C(=O)c3ccccc3C2=O)cc1C,/,/,/,5,116,-7,2,0.9,-0.19
CC(C(=O)NCc1ccccc1)N(CCN1CCOCC1)C(=O)c1snc(C(N)=O)c1N (configuration not stated),-20,-12,-2,6,110,6,-15,1,-0.37
Cc1nn(CCO)c(C)c1Oc1ccccc1O,-2,-6,/,1,76,-10,8,1,/
COc1ccc(NC(=O)CSc2nnc(-c3ccccc3C)n2C)cc1,8,-2,0,-2,85,-6,-8,0.8,-0.22
Cc1oc(C2CC2)cc1C(=O)O,9,-4,0,-18,105,14,-7,0.9,-0.67
O=C(O)c1cc(S(=O)(=O)Nc2ccc3c(c2)OCCO3)c(Cl)cc1Cl,-12,-7,2,4,80,-15,-2,1,-1.8
O=C(c1nc2nc(-c3ccccc3)cc(C(F)(F)F)n2n1)N1CCCCC1,-19,-13,48,0,104,-1,4,0.7,0.3
Cc1cccn2c(=O)c(C=NCc3ccco3)c(Nc3ccc(Cl)cc3)nc12,-7,4,-3,-10,86,-2,7,0.9,0.5

# Of the compounds above, these contain four or more nitrogen atoms:
SMILES,RORA act,SF1 activator,Hsp90 inh,FXIIa mix inh,HER2 expr 66K,Cdc25B block,DUSP1 inh,TNAP act DEA,D1 allo mod
CC(C(=O)NCc1ccccc1)N(CCN1CCOCC1)C(=O)c1snc(C(N)=O)c1N (configuration not stated),-20,-12,-2,6,110,6,-15,1,-0.37
COc1ccc(NC(=O)CSc2nnc(-c3ccccc3C)n2C)cc1,8,-2,0,-2,85,-6,-8,0.8,-0.22
O=C(c1nc2nc(-c3ccccc3)cc(C(F)(F)F)n2n1)N1CCCCC1,-19,-13,48,0,104,-1,4,0.7,0.3
Cc1cccn2c(=O)c(C=NCc3ccco3)c(Nc3ccc(Cl)cc3)nc12,-7,4,-3,-10,86,-2,7,0.9,0.5

# The results go on:
SMILES,RORA act,SF1 activator,Hsp90 inh,FXIIa mix inh,HER2 expr 66K,Cdc25B block,DUSP1 inh,TNAP act DEA,D1 allo mod
CCOC(=O)c1nn(-c2ccccc2)c(C(=O)OCC)c1N,-21,-6,-5,10,53,-10,2,1,11*
CC(C)(Oc1ccc(Cl)cc1)C(=O)NC1CCSC1=O (configuration not stated),-11,6,0,2,104,-9,-3,1,0.28
Cc1cccc(N2C(=O)CC(N3CCN(Cc4ccc5c(c4)OCO5)CC3)C2=O)c1 (configuration not stated),-22,23,1,0,90,-4,10,1,1.3
Cc1ccc(S(=O)(=O)CCC(=O)OCC(=O)Nc2ncc(Cl)cc2Cl)cc1,-22,-10,-2,3,112,2,20,0.9,-0.0086
COC(=O)c1[nH]c2ccc(C)cc2c1NC(=O)CCN1CCN(C2CCCCC2)CC1,-6,-1,-7,7,91,-5,28,1,-0.2
O=c1[nH]c2ccc(S(=O)(=O)N3CCN(Cc4ccccc4)CC3)cc2[nH]c1=O,-16,12,-1,3,86,-2,12,0.9,-0.088
COc1ccc(NC(=O)CSc2nnc(C3CC3)n2N)cc1,-3,2,0,/,128,-5,1,0.9,-0.45
Cc1ccc(C2(C)NC(=O)N(CC(=O)NC(=O)NCCC(C)C)C2=O)cc1 (configuration not stated),-9,-5,-3,-16,102,-3,19,1,0.022
COC(=O)C1=CN(CCCN2CCCC2=O)C=C(C(=O)OC)C1c1cccs1,-18,0,0,1,104,-7,4,0.9,-0.79
O=C(c1ccc(C#Cc2ccccc2)o1)N1CCN(c2ccccn2)CC1,7,16,-5,1,285,-7,19,1,-0.44

# Whole records, quoted from the list. Screens in order: RORA act | SF1 activator | Hsp90 inh | FXIIa mix inh | HER2 expr 66K | Cdc25B block | DUSP1 inh | TNAP act DEA | D1 allo mod
# Cc1ccc(C2(C)NC(=O)N(CC(=O)NC(=O)NCCC(C)C)C2=O)cc1 (configuration not stated) is listed with -9 | -5 | -3 | -16 | 102 | -3 | 19 | 1 | 0.022
# CCOC(=O)c1nn(-c2ccccc2)c(C(=O)OCC)c1N is listed with -21 | -6 | -5 | 10 | 53 | -10 | 2 | 1 | 11*

# (next part)
SMILES,RORA act,SF1 activator,Hsp90 inh,FXIIa mix inh,HER2 expr 66K,Cdc25B block,DUSP1 inh,TNAP act DEA,D1 allo mod
O=C(OCCOc1ccccc1Cl)c1ccc(-n2cnnn2)cc1,11,13,-2,2,85,2,-10,0.9,0.046
c1ccc2c(c1)C(=NCC1CCCO1)NC2=NCC1CCCO1 (configuration not stated),19,13,-3,9,76,-17,-4,0.9,-0.83
Cc1cccc(-n2ncc3c(NCCCO)ncnc32)c1,83*,67*,-3,8,97,2,-10,0.9,-3
COc1ccc(C(=O)CSc2nnc(CNc3nc(-c4ccccc4)cs3)n2C)cc1,35,-10,-3,2,71,1,7,0.9,2.9
Cc1ccc2nc3n(c(=O)c2c1)CCC3,3,-15,-2,1,127,-4,-9,1.1,-0.68
COc1ccc(Cl)cc1Nc1nc(C)cc(=O)[nH]1,-1,13,-1,6,99,-5,-6,0.8,-0.65
COC(=O)Nc1ccc(S(=O)(=O)N2CCN(c3ccc(F)cc3)CC2)cc1,8,6,-5,3,76,-3,-4,0.9,0.55
Nc1nc(SCC(=O)NCCCN2CCOCC2)nc2sc3c(c12)CCC3,-16,-1,-2,10,109,-8,1,1,-1.3
Cc1ccc(-c2nc(N)n(S(C)(=O)=O)n2)cc1,28,30,2,4,87,-7,16,0.9,0.63
CCOC(=O)C1CCN(C(=O)c2ccc3c(c2)OCO3)CC1,-4,2,1,2,103,0,-18,0.9,/
CC1CCCC(C)N1C(=O)CN1C(=O)C(C)(C)Oc2ccc(C(=O)NC3CCCCC3)cc21 (configuration not stated),-21,-1,-7,-4,67,5,29,0.9,-0.24
O=C(CN1C(=O)c2ccccc2C1=O)OCC(=O)N1CCc2ccccc2C1,-6,1,-6,13,100,-10,-6,0.9,0.033
CC(C)c1cc(C(=O)Nc2ccc3c(c2)OCO3)no1,20,29,49,3,87,-5,-1,1,-3.3
COc1ccc(CC(=O)Nc2oc(-c3ccccc3)c(-c3ccccc3)c2C#N)cc1OC,-13,-10,-1,9,97,-7,23,0.9,-0.94
CCOC(=O)CSc1nnc(-c2ccc(S(=O)(=O)N3CCC(C)CC3)cc2)o1,-17,9,0,4,104,-10,-9,0.9,-0.66
Cc1nn(Cc2ccc(Cl)cc2Cl)c(C)c1NC(=O)c1nc2n(n1)C(C(F)F)CC(C)N2 (configuration not stated),-14,-8,2,-6,85,-1,37,1.1,/
CC(=O)c1ccc(N2CCN(C(=O)CCS(=O)(=O)c3ccc(C)cc3)CC2)cc1,-11,-2,-1,9,94,-5,1,1,0.079
COc1ccc(N2C(=O)C3CCCN3C2c2ccc(C)cc2)cc1Cl (configuration not stated),16,4,-2,-14,106,5,-1,0.9,-0.76
O=C(N1CCOCC1)N1CCN(c2nc(-c3ccccc3)cs2)CC1,0,4,-3,-15,72,-2,15,0.9,0.86
O=C(Cc1c(C(=O)O)[nH]c2ccc(Cl)cc12)Nc1ccc2c(c1)OCCO2,15,1,3,11,92,8,31,1,-0.011
O=C(NCc1ccccc1)NC1(C(=O)Nc2ccc3c(c2)OCCO3)CCCCC1,42,5,5,2,60,7,-14,0.9,-1.9
Nc1cc(=O)[nH]c(SCc2cccc(Cl)c2)n1,-1,8,1,-2,90,-3,0,1,-1.2
Cc1ccc2c(c1)N(CCC(=O)NCC1COc3ccccc3O1)C(=O)CO2 (configuration not stated),-3,-4,2,3,105,-13,4,0.9,-0.11
CCN(CC)C(=O)COc1cccc2ccccc12,-4,17,14,-17,81,-2,2,0.9,0.022
COc1ccc(-n2c(SCC(=O)Nc3cc(C)on3)nc3ccc(O)cc3c2=O)cc1OC,5,8,-1,8,121,-13,?,1,1.7
CCC1SC(=NC(=O)c2ccc(Cl)c(Cl)c2)NC1=O (configuration not stated),16,32,-1,2,153,-1,8,0.9,-1.4
Cc1csc(N2CCc3ccccc32)n1,10,18,-4,-4,107,-8,-2,0.9,-0.00059
CCC(C)Sc1nc2c(c(=O)[nH]c(=O)n2C)n1CC(O)COc1cccc2ccccc12 (configuration not stated),-4,-1,-4,-1,51,-22,29,1,2
Cc1cc(C)cc(OCC(=O)NCC2CCCO2)c1 (configuration not stated),/,/,/,5,91,-16,3,0.9,-4.8*
Cc1cc(=O)n2nc(N3CCC(C(=O)NCCC4=CCCCC4)CC3)sc2n1,-8,3,-7,9,98,-6,7,1,0.34
COc1cccc(OCC(O)CN2CC(C)CC(C)C2)c1 (configuration not stated),-10,-8,2,-37,132,-10,6,0.9,-0.69
CCc1ccc(NC(=O)c2cc(C)on2)cc1,12,31,-1,-19,79,-14,5,1,-3.1*
COC(=O)c1cccc(NC(=O)C(C)N2C(=O)c3ccccc3C2=O)c1 (configuration not stated),-16,-15,-2,8,121,-15,1,1,0.11
COc1ccc(O)c(-c2[nH]ncc2C(=O)c2ccccc2)c1,-16,7,/,2,74,-8,4,1,-0.041
O=C(CN1CCN(C2CCCCC2)CC1)Nc1ccccc1N1CCCCC1,-3,-9,/,8,/,-30,6,1,-0.38
CCCCc1ccc(C(=O)NC(C(=O)O)C(C)C)cc1 (configuration not stated),-24,-1,-4,12,88,2,10,0.9,0.04
Cc1ccc(N(C(C)C(=O)O)S(=O)(=O)c2c(C)[nH]c(=O)[nH]c2=O)cc1 (configuration not stated),-15,-3,-1,-13,100,1,3,1,-0.94
Cc1cc(C)n(-c2nc3c(c(=O)[nH]c(=O)n3C)n2CCc2ccccc2)n1,-10,11,0,12,91,21,5,0.9,3.8
Cc1cc2cc(CN(CCCN3CCOCC3)C(=O)NC3CCCCC3)c(=O)[nH]c2cc1C,-14,3,0,-11,121,-4,9,1,1.2
CC(=O)NC(C)c1nc2ccccc2n1Cc1ccccc1F (configuration not stated),-9,-9,/,2,119,-15,11,0.9,0.52
COC(=O)c1cccc(NC(=O)CSc2nnc(COc3ccccc3)n2C)c1,2,0,0,-6,98,-24,-9,0.8,0.0097
CC(C)NC(=O)c1ccc2c(c1)N(CC(=O)N1CCOCC1)C(=O)C(C)(C)O2,-2,-4,0,13,91,-16,2,0.9,0.26
O=C(N1CCN(c2ccccn2)CC1)N1c2ccccc2Sc2ccccc21,-4,1,-2,-6,67,-13,-15,0.9,-0.01
O=C(CCCC(=O)N(CC(=O)NC1CCCCC1)CC1CCCO1)Nc1ccccn1 (configuration not stated),-16,1,-1,-17,95,2,15,1,-0.39
CCCCC(=O)Nc1nn(C)c2nc3c(C)cccc3cc12,4,0,-2,3,113,9,0,0.9,-0.62
CCN1CCCC1CNC(=O)c1cc2c(C)nc3ccccc3c2o1 (configuration not stated),9,-8,-4,2,93,-7,32,0.9,1
CC1=NOC2(C1)/C(=N/O)CCC/C2=N\O (configuration not stated),24,2,-4,2,87,-6,-14,0.9,-0.56
CC12CC(NC(=O)N1c1cccc(C(=O)N3CCN(c4ccccn4)CC3)c1)c1ccccc1O2 (configuration not stated),-12,-4,-1,10,72,-2,-9,1,0.22
O=C1OC(N2CCN(c3ccccn3)CC2)c2ccccc21 (configuration not stated),-23,1,2,-17,81,8,-8,0.9,-0.26
CCOc1ccccc1N(C(=O)c1snc(C(N)=O)c1N)C(C(=O)NCCC(C)C)c1ccco1 (configuration not stated),-8,11,-11,-8,89,1,6,0.9,-0.77

# High-throughput results from PubChem.
